High-throughput results (PubChem)
MITF TRPM1 inh: reduces MITF-dependent TRPM1 promoter luciferase signal; SK-MEL-5 TRPM1 promoter luciferase, 24 h; inhibition, % at 12.5 µM; 330,000 tested, 0.83% active;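 active = mean inhibition across replicates of 60% or more, whatever share of single replicates reaches that level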; note: values of inactives mirror those of a sister screen read the other way
aDG glyco up: alpha-DG glycosylation activation; activation, % at 10 µM; Pro5-aDG cells, alpha-DG glycosylation AlphaScreen (IIH6); 0% Pro5, 100% B10-LARGE cell signal; AID 624168; 360,000 tested, 0.22% active;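 active = activation of at least 8% versus controls, or a plate z-score of at least 8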;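 note: Pro5 are CHO cells carrying HIG-tagged alpha-DG that lacks glycosylation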
Peg3 promoter: reduces Peg3 promoter-driven luciferase expression in HeLa; HeLa PEG-Prom luciferase reporter, luminescence, overnight; inhibition, % at 20 µM; 360,000 tested, 1.7% active; AID 588405;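 active = inhibition of at least 50% at 20 µM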
NR2E3 ag-1: activates human photoreceptor nuclear receptor NR2E3 | Q9Y5X4 | GST-NR2E3/biotin-RetCOR TR-FRET, 1536-well | inhibition of corepressor binding, % at 4.78 µM | 320,000 tested, 0.12% active | AID 2300;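 active = percent inhibition above the cutoff of mean plus 3 SD of all tested compounds, set per screening campaign, cut at about 20% in these data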;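 note: 0% = DMSO wells and 100% = biotin wells as full block of FRET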
Target sequence (Q9Y5X4 whole entry, looked up): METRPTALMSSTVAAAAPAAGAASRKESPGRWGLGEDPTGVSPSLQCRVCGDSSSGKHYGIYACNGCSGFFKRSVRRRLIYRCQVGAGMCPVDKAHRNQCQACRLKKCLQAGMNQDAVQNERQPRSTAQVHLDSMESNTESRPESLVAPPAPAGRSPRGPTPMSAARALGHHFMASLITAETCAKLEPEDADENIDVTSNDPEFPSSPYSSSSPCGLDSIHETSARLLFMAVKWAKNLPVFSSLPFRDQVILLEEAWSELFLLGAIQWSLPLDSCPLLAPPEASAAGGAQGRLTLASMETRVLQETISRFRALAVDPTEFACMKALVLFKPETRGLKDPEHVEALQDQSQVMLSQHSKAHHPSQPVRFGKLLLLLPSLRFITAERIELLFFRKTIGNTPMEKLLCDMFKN
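Test system – NR2E3–RetCOR corepressor complex · Quantity – NR2E3 fusion 1.35 nM · Buffer or medium – Tris pH 7.5 · Incubation – Compound–protein incubation for 5 h at 4 °C · Technique – TR-FRET, Eu(K)-anti-GST donor, streptavidin-D2 acceptor, ex 340, em 617/671 nm · Evaluation – percent inhibition of 671/617 nm emission ratio versus biotin and DMSO controls · Plate – 1536-well format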
Exocytosis inh: blocks lytic granule exocytosis; AID 651702; 360,000 tested, 0.66% active; inhibition, % at 10 µM; TALL-104 LAMP-1 surface exposure, flow cytometry; cells stimulated with thapsigargin and PMA;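 active = inhibition above about 55%, limit read from the data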
CaV13 FRET inh: Disruptors of the CACNA1D IQ motif to Ca2+-dependent inactivation inhibitor domain association, primary screening, Förster resonance energy transfer in intact living … | AID 743397 | inhibition, % at 12.3 µM | 340,000 tested, 0.098% active | HEK cells, CFP/YFP FRET ICDI-IQ, plate reader, 10 min; percent FRET-ratio fall versus neutral wells;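 active = mean replicate inhibition of at least 30% and at least 1% of replicates passing that level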;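 note: 0% = median of the neutral control wells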
Vif imaging: blocks HIV Vif function | HEK293T cells, Vif self-association by quenched fluorescence, imaging, 24 h | inhibition, % at 7.49 µM | 340,000 tested, 0.35% active | AID 602346; in the data active = inhibition above about 50%, passing the limit was not always enough; note: some results filed as inactive read as strong as hits
iPSC survival up: enhancers of human iPSC single-cell survival; hiPSC single-cell survival, ATPlite luminescence; 100% = ROCK inhibitor wells, 0% = DMSO; survival enhancement, % at 20 µM; 360,000 tested, 0.044% active; AID 602274; in the data active = survival enhancement above about 18%;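 note: cells exposed to compounds for 16 hours before the ATP read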
PDI inh: PDI (human) enzyme inhibition | AID 588391 | P07237 | PDI insulin aggregation turbidity, A650, 90 min | 350,000 tested, 0.052% active | inhibition, % at 10 µM;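 active = mean inhibition across replicates of 30% or more, whatever share of single replicates reach that level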;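 note: absorbance from insulin aggregation driven by PDI reduction with DTT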
Target sequence (P07237 whole entry, looked up): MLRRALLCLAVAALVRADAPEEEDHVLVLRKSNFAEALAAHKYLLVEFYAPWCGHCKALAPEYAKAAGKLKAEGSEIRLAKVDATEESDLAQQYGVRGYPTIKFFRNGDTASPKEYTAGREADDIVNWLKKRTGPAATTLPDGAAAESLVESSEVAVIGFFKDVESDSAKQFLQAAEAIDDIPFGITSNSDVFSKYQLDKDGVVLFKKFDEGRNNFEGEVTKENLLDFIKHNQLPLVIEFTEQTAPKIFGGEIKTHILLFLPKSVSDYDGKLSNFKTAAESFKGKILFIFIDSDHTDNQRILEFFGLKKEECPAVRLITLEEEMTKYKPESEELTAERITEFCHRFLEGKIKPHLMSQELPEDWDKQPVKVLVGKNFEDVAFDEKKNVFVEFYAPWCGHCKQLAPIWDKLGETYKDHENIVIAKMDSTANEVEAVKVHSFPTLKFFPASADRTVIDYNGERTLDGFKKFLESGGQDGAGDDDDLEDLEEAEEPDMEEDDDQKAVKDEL
NR2E3 ag-2: agonists of human NR2E3 nuclear receptor; Q9Y5X4; CHO-S Gal4-NCOR/VP16-NR2E3 two-hybrid, luciferase; inhibition of corepressor binding, % at 3.98 µM; 360,000 tested, 0.35% active; AID 602229;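 active = inhibition above the mean of all tested compounds plus 3 SD, cut at about 70% in these data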;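 note: 0% = DMSO with NR2E3 transfected cells and 100% = cells lacking NR2E3 construct; higher means lower luciferase signal from less NR2E3 corepressor binding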
HIF-2a block: HIF-2a inhibition | inhibition, % at 18.8 µM | 360,000 tested, 0.72% active | 786-0 RCC cells HIF-2a reporter, luciferase luminescence, overnight | AID 624352;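 active = inhibition of the luminescence signal of 40% or more relative to plate controls, in a single-dose primary screen at 18.75 µM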
The depositor's hits bear a star; i = inactive; · = not tested or not shown. Hits appear at their usual frequency (roughly 3.5% active in at least one column).

SMILES	MITF TRPM1 inh	aDG glyco up	Peg3 promoter	NR2E3 ag-1	Exocytosis inh	CaV13 FRET inh	Vif imaging	iPSC survival up	PDI inh	NR2E3 ag-2	HIF-2a block
Cc1ccc(S(=O)(=O)NCC(C)NS(C)(=O)=O)cc1 (stereo unspecified)	-2	0.1	11	0	-2	-6	-6	-0.4	1	-13	17
Cc1cc(C)n(C(=O)CNC(=O)Cc2ccccc2)n1	5	-0.3	0	1	12	·	1	0.4	-1	-2	-9
O=C1C(Cc2cccc([N+](=O)[O-])c2)S/C(=N/N=C/c2ccco2)N1c1ccccc1 (stereo unspecified)	-2	-0.1	10	3	-4	-6	-1	-0.9	5	-15	18
O=c1c2c3c(sc2nc2n1CCCCC2)CCCC3	-45	-0.1	-252	-2	1	-4	-1	5.2	1	-109	-218
COc1ccc(-n2cnc3cc(C(=O)NC4CCCC4)ccc32)cc1	-4	-0.3	3	0	-2	-6	1	-0.9	-25	-3	-3
COc1cccc(CNC(=O)c2n[nH]c3ccccc23)c1	-27	1.3	-154	6	-1	6	12	-0.6	-8	-53	-244
Cc1ccsc1C(=O)N1CCCC(CCC(=O)NCc2ccc(F)c(F)c2)C1 (stereo unspecified)	6	0.2	-9	0	-4	2	11	2.4	9	-16	-8
CCC(C)NC(=O)C1c2ccccc2C(=O)N1Cc1ccccc1 (stereo unspecified)	3	-0.1	14	3	-1	-2	4	-0.1	10	-12	6
Cc1ccccc1C(=O)N1CCc2ccccc2C1	2	0.1	-4	3	-1	-7	0	1.3	6	-22	-30
Cc1ccc(C(=O)C(C)OC(=O)c2cc3cc([N+](=O)[O-])ccc3oc2=O)cc1 (stereo unspecified)	-4	0.2	25	2	-4	-8	-3	-2.3	-11	7	5
COc1ccc(NS(=O)(=O)c2cn(C)cn2)cc1Cl	-8	0.2	-1	-1	-7	-5	2	0.1	3	-4	6
CCCCn1c(O)c(N=NC(=O)c2ccncc2)c2cc(Br)ccc21	-9	-0.1	25	4	-1	2	23	2.2	4	-23	16
O=C(COC(=O)COc1ccc(Br)cc1)NC1CCS(=O)(=O)C1 (stereo unspecified)	·	-0.1	-2	·	2	-5	6	-1.0	-1	-14	1
CCCCc1[nH]c(=O)c(C#N)c2c1CCCC2	0	0.1	10	5	1	-6	4	1.8	-5	-12	5
COc1ccccc1CNC(=O)C(=O)c1cn(CC(=O)N2CCOCC2)c2ccccc12	-26	-0.1	-47	1	3	-4	-3	1.9	-6	1	-55
O=C(N[C@@H]1C/C=C\C[C@@H](CC(=O)N(CCO)Cc2ccccc2)C(=O)NCCOC1=O)OCC1c2ccccc2-c2ccccc21	3	-0.1	1	·	7	·	-1	2.4	20	-30	10
CCc1ccc2c(c1)NC(=O)C2(C)Cc1ccc(F)cc1 (stereo unspecified)	·	-0.3	4	·	-7	-5	0	-0.7	-5	13	7
CCOc1ccc(CCNC(=O)c2[nH]c(C)c(C(C)=O)c2C)cc1OCC	12	0.1	6	1	4	-21	3	-1.3	1	-24	15
O=C(C1CC=CCC1)N1CCN(S(=O)(=O)c2ccc(F)cc2)CC1 (stereo unspecified)	9	0.3	5	·	-5	-5	1	0.2	-5	9	6
C(=Cc1c[nH]c2ccccc12)c1nccc2ccccc12	-27	1.8	-92	·	1	-22	i	-4.8	-6	-175	-52
CCCN1C2CCCC1CC(NC(=O)c1ccccc1OC)C2 (stereo unspecified)	8	0.2	9	-5	-3	-2	5	0.8	-6	14	10
COc1ccccc1-c1cc(-c2cc(Cl)ccc2O)n[nH]1	-12	-0.3	-101	1	-2	-5	-5	-1.8	-15	-35	-66
CC(OC(=O)CCNS(=O)(=O)c1ccccc1)C(=O)Nc1ccc(S(=O)(=O)N2CCCCC2)cc1 (stereo unspecified)	11	-0.1	12	·	5	-6	4	-2.9	8	-10	14
COc1ccc(C(C)=O)cc1COC(=O)CCNS(=O)(=O)c1ccc(C(C)=O)cc1	-13	-0.2	9	1	-3	-7	1	0.1	0	-11	6
C[C@]12C(=O)N(c3ccc(Cl)cc3)C(=O)N1[C@@H]1c3ccccc3OC[C@@H]1[C@H]2c1ccccc1	-6	0.0	13	2	-1	-10	1	-2.1	0	-3	16
Cc1cccc(Nc2nnc(SC/C(O)=C(\C#N)c3nc4ccccc4[nH]3)s2)c1C	-20	0.0	16	-2	10	-6	1	2.5	-1	13	-5
CCCCCCOC(=O)C(C#N)c1nc2ccccc2nc1N1CCN(CC)CC1 (stereo unspecified)	-3	0.8	32	1	3	-7	12	-1.7	13	1	17
O=C(Nc1ccc(Cl)cc1)c1csc([C@@H]2O[C@H](CO)[C@H](O)[C@H](O)[C@H]2O)n1	·	0.1	5	·	-9	-11	-6	5.0	-7	-45	14
Cc1c(C(=O)NCC(C)C)sc2nc(-c3ccc(F)cc3)cn12	·	0.3	-144	0	6	-4	-7	-0.5	·	-58	-196
Cc1noc(C)c1C(=O)Nc1ccccn1	2	-0.2	4	1	2	-4	-1	-3.2	0	3	0
CCCN(Cc1cc2ccccc2[nH]c1=O)C(=O)c1cccc([N+](=O)[O-])c1	-5	0.0	21	2	0	-5	·	-0.2	9	-5	-2
COc1ccc(CC(=O)NC(=S)Nc2ccc(S(=O)(=O)NC(C)(C)C)cc2)cc1	6	0.2	0	1	8	-1	-5	-1.5	25	-12	17
CC1(C)CC(=NNC(=O)c2n[nH]c3c2CCC3)CC(C)(C)N1	-2	-0.1	4	1	-2	3	5	3.6	-5	2	6
CCCCN1CC(=O)N2[C@H]3c4ccccc4OC[C@@H]3[C@H](c3ccccc3)[C@]2(C)C1=O	6	0.2	8	1	11	-10	-5	3.4	10	-24	16
Cc1ccc(C(=O)NCC(=O)OCC(=O)Nc2ccccc2C#N)s1	·	1.2	6	2	-11	-6	4	4.1	3	-6	2
CCOc1ccc(S(=O)(=O)Nc2cc(F)ccc2F)c2cccnc12	5	0.1	8	3	-4	-7	-2	-0.5	-4	-7	14
CCc1ccc(N2CC(C(=O)N(CC)CC(=O)Nc3c(F)cccc3F)CC2=O)cc1 (stereo unspecified)	·	0.0	-2	·	-6	-13	·	-2.7	-2	-10	12
O=C(COC(=O)Cc1ccc(S(=O)(=O)N2CCOCC2)s1)NCc1ccccc1	-12	0.0	-7	4	-4	-3	-4	-0.5	-4	12	13
Cc1ccc(CNS(=O)(=O)c2ccc(CN3C(=O)c4cccnc4C3=O)cc2)o1	3	0.0	3	0	-4	-5	0	0.2	8	3	8
CC(C)(C)NC(=O)NC(=O)COC(=O)C1CC(=O)N(Cc2ccccc2)C1 (stereo unspecified)	-8	-0.1	0	-1	-1	·	·	7.5	8	7	13
O=C(N/N=C\c1ccc(O)c([N+](=O)[O-])c1)C1COc2ccccc2O1 (stereo unspecified)	6	-0.1	-2	3	1	-5	11	-0.8	-3	20	9
CCOC(=O)c1sc(C)c(C(N)=O)c1NC1=NCCCCC1	5	0.1	4	3	-3	-7	·	0.3	0	-19	-4
Cc1ccc(C2/C(=C(/O)c3ccc(Cl)cc3)C(=O)C(=O)N2CC2CCCO2)o1 (stereo unspecified)	4	-0.1	9	-2	0	·	-12	-0.7	13	-15	-14
CCOC(=O)c1nc2c(=O)n(C)c(=O)n(C)c2n(C)c1=O	-13	-0.1	13	3	-5	-116	-2	-0.2	-11	9	9
CCS(=O)(=O)N1Cc2ccccc2CC1C(=O)Nc1ccccc1OC (stereo unspecified)	11	0.0	-23	0	-4	-8	5	0.7	2	14	-14
Cc1ccsc1CN(C)CC(=O)Nc1cccc(S(=O)(=O)N(C)c2ccccc2)c1	-4	0.5	16	·	-3	-6	-5	1.0	5	-2	3
COC(=O)Nc1ccc(OCC(=O)N2CCOCC2)cc1	4	-0.2	2	-1	-1	-8	3	1.3	0	-5	6
COc1cccc(/C=C/C(=O)OCC(=O)c2c(N)n(C)c(=O)n(C)c2=O)c1	-8	0.4	0	3	10	-6	0	-2.5	-11	-3	10
CCOC(=O)N1CCN(C(=O)COc2ccc(Cl)cc2)CC1	8	0.0	-3	-1	-2	-8	-9	0.5	-12	-7	4
O=C(NCCN1CCOCC1)c1ccc2c(c1)ncn2C1CCCCC1	0	0.1	-6	0	3	·	-1	-5.7	5	-1	9

Additional structures:
SMILES	MITF TRPM1 inh	aDG glyco up	Peg3 promoter	NR2E3 ag-1	Exocytosis inh	CaV13 FRET inh	Vif imaging	iPSC survival up	PDI inh	NR2E3 ag-2	HIF-2a block
COc1cccc(CN(Cc2ccccc2F)S(=O)(=O)c2ccc(S(=O)(=O)NCc3ccccc3)cc2)c1	-2	-0.1	31	-1	-3	-14	-3	8.6	5	-4	20
COc1cc2[nH]c(-c3ccc(C)cc3)cc(=O)c2cc1OC	-41	-0.4	-117	7	0	-6	0	3.6	1	-22	-182
COc1ccccc1-n1cc2c([N+](=O)[O-])cc([N+](=O)[O-])cc2n1	5	0.1	-43	-2	-6	-20	-3	0.9	11	-22	-11
CCCOc1cccc(NC(=O)c2c(-c3ccccc3)noc2C)c1	4	0.0	10	2	-4	-3	-7	-0.8	5	-21	8
CN(C)S(=O)(=O)Oc1ccc(C(=O)Nc2cccc(Cl)c2)cc1	-60	0.2	-258	2	0	-6	1	6.3	15	-40	-203
COc1ccc(C(=O)NC(=S)Nc2cc3oc4ccccc4c3cc2OC)cc1	-25	-0.7	5	4	-5	2	-1	-0.4	-6	-28	-3
CCOC(=O)[C@H]1[C@H]2COc3ccc(C)cc3[C@@H]2N2C(=O)CN(Cc3ccc(Cl)cc3)C(=O)[C@@]12C	2	0.0	20	3	4	-5	-3	0.7	-4	16	16
CC[C@H](C)[C@H](NS(=O)(=O)c1ccc(C)cc1)C(=O)N1CCC(C(=O)N[C@H](C(=O)O)C(C)C)CC1	2	-0.1	5	0	0	-5	-15	2.0	-3	7	-4
CC(=O)NCCC(=O)Nc1nc(-c2c[nH]c3ccccc23)cs1	11	0.4	-40	·	-10	-3	2	0.0	-1	-12	8
COc1ccc(C)cc1NC(=O)c1ccc(S(=O)(=O)N2CCOCC2)cc1	3	-0.3	6	1	-6	-6	-8	1.2	-4	-10	10
Cc1ccc(Cl)cc1NC(=O)COC(=O)C1CCCCC1	-2	0.0	-2	0	-3	-5	1	-0.8	-2	-3	7
